Compound activity: PubChem, National Center for Advancing Translational Sciences (NCATS)
EPAC2 agonist = activates human EPAC2 exchange factor; EPAC2 activation, biochemical qHTS; response scale: 100% = 6.5 mM cAMP response; Potency, µM (top dose mostly 154 µM), without a hit: top-dose activation, hits mostly activators; 0.079% of 360,000 active; also: nearly all actives have a fitted effect of over 50% in size
Target sequence (Q8WZA2 whole entry, looked up): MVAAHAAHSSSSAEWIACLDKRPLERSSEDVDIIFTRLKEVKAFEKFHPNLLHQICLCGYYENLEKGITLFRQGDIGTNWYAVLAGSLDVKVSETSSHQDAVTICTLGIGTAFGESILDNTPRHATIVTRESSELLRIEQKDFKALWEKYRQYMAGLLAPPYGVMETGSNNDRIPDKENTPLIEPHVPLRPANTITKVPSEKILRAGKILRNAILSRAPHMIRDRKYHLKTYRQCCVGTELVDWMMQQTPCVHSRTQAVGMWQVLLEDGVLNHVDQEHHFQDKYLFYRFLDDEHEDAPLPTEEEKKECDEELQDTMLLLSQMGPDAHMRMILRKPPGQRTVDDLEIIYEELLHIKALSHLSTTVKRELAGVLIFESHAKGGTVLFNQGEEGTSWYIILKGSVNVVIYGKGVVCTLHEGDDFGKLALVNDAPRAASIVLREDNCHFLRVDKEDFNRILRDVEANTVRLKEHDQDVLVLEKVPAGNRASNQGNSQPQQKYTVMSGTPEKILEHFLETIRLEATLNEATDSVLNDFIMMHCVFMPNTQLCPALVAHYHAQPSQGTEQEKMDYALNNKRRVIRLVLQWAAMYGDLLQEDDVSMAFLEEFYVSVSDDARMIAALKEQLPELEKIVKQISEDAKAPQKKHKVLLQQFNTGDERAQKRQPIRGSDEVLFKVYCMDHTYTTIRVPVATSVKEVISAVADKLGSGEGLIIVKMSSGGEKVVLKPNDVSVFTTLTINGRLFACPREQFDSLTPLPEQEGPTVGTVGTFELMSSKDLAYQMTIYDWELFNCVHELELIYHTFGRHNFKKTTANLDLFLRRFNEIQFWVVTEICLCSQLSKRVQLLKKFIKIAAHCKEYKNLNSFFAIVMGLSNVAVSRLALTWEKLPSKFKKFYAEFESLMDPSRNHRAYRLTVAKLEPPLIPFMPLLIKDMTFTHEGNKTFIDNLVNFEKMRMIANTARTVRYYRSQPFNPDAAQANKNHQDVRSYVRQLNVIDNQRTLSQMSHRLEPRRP
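Fluorescence exchange assay: 100 nM EPAC2 with 250 nM RAP1B-BODIPY-GDP and 50 uM GDP; compounds tested as a concentration-titration series (qHTS). Loss of Rap1-bound BODIPY-GDP fluorescence read at 480/540 nm; data normalized to 6.5 mM cAMP.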
EPAC1 agonist = EPAC1 (human) agonism; O95398; EPAC1 agonist qHTS, biochemical assay; response scale: 100% = response to 6.5 mM cAMP; Potency, µM (series often up to 154 µM), without a hit: at the highest dose activation, usual class: activators; 0.073% of 360,000 active; also: nearly all actives have a fitted effect of over 60% in size
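Fluorescent GDP-exchange assay: 100 nM EPAC1 with 250 nM Rap1B preloaded with BODIPY-GDP and 50 uM GDP; compounds tested as concentration series, 5 min at room temperature, then read every 5 min for 30 min (ex 480/em 540 nm); normalized to 6.5 mM cAMP.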
PTHR1 agonist = PTHR1 (human) receptor agonism. HEK293 GP2 PTHR1 cells, GloSensor cAMP luminescence, 1 h. Potency, µM (highest dose often 115 µM), for inactives: at the top dose activation, hits mostly activators. 0.075% of 410,000 active. AID 743266; also: nearly all actives have a fitted effect of over 55% in size; some results filed as inactive show a strong effect at the top dose; inactives centre near -15; many of its hits are not listed in these tables
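HEK-293-derived GP2 cells expressing PTHR1 and a GloSensor cAMP reporter, 3,000/well, plated overnight, given luciferin plus IBMX (each 0.5 mM as added) for 1 h at 37 °C, then compound for 1 h at 37 °C. Luminescence was read after 15 min at room temperature.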
EPAC2 antagonist = blocks human EPAC2 exchange factor | Q8WZA2 | Potency, µM (highest dose often 114 µM), without a hit: at the top dose activity, negative = inhibition, usual class: inhibitors | EPAC2 GEF exchange of Rap1B-BODIPY-GDP, fluorescence | 0.18% of 360,000 active; also: % is scaled to controls: 0 for no effect and ±100 for the full control effect; nearly all actives have a fitted effect of over 45% in size; many of its hits are not listed in these tables
FUS yeast rescue = rescues growth of FUS-expressing yeast | S. cerevisiae FUS-expressing, growth rescue, OD600, 24 h | Potency, µM (top dose mostly 76.6 µM), without a hit: at the highest dose growth rescue (activation), most hits filed as activators | 0.24% of 390,000 active;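 also: plate controls were DMSO vehicle for no effect and reference control for full effect; nearly all actives have a fitted effect of over 55% in size; some results filed as inactive show a strong effect at the top dose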
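Restored growth of FUS-toxic S. cerevisiae, read as 600 nm absorbance after 24 h at 30C in galactose medium (starting OD 0.005). Controls CP55940 and DMSO.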
aSyn yeast inh = rescues yeast growth from alpha-synuclein toxicity | Yeast expressing alpha-synuclein, growth rescue, BacTiter-Glo, 24 h | Potency, µM (series often up to 46.1 µM), inactives show top-dose growth rescue (activation), usual class: activators | 0.14% of 370,000 active; also: % of control where 0% means no effect; nearly all actives have a fitted effect of over 65% in size
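Screening used galactose-induced yeast with toxic alpha-synuclein levels, exposed to compound for 24 hr at 30 deg C. Cell growth, read with BacTiter-Glo luminescence, gave the measured signal.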
TDP43 rescue = inhibitors of TDP-43 toxicity in yeast. AID 652104. Potency, µM (series often up to 46.1 µM), for the others: top-dose growth rescue (activation), actives largely listed as activators. 1.8% of 410,000 active. TDP-43 expressing yeast growth rescue, BacTiter-Glo, 24 h; also: % of control where 0% means no effect; nearly all actives have a fitted effect of over 50% in size
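Growth rescue of TDP-43-toxic yeast measured as ATP luminescence (BacTiter-Glo). Cells grown to mid-log in raffinose, induced in galactose at OD600=0.02, exposed to compound 24 hr at 30 deg C.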
EPAC1 antagonist = blocks human EPAC1 exchange factor. EPAC1 GEF assay, Rap1b-BODIPY-GDP exchange fluorescence. 0.14% of 360,000 active. Potency, µM (doses to about 115 µM), for inactives: at the top dose activity change, negative = inhibition, usual class: inhibitors. O95398;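 also: plate controls were vehicle for no effect and positive control for full effect; nearly all actives have a fitted effect of over 50% in size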
Active calls of the source: *; i = inactive; ? = inconclusive; nt = not tested or not shown; [ ] = another dose, or the depositor's remark. Calls follow the shape of the dose curve; as a rule, active = well fitted curve in the direction sought with a large enough effect; inconclusive = small, poorly fitted or top-dose-only effect, or another doubt; inactive = no such curve, though single readings can be large; an effect the other way counts as inactive or inconclusive. Potency is read from the fitted curve at half-maximal effect. Not all compounds are listed, so the mix of outcomes need not match the whole.

The line under a structure holds: EPAC2 agonist, EPAC1 agonist, PTHR1 agonist, EPAC2 antagonist, FUS yeast rescue, aSyn yeast inh, TDP43 rescue, EPAC1 antagonist
- CCn1c(SCC(=O)N2CCCC2)nc2c(c1=O)SC(C)C2 (stereo not drawn)
 : 2%, -3%, -20%, 17%, -21%, 1%, 0%, 5%
- Cc1nc(C(C)NC(=O)CCc2nnc(Cc3c[nH]c4ccccc34)o2)cs1 (stereo not drawn)
 : -1%, 5%, i, -6%, 4%, 3%, -13%[0.397 µM], 2%
- Cc1cn(C(=O)c2ccccc2)c(=S)n1-c1ccc(Br)cc1
 : 20%, 21%, 2%[57.5 µM], -8%, 12%, 4%, ?, -9%
- Cc1nc(N2CCN(C(=O)c3ccco3)CC2)c2c3c(sc2n1)CCC3
 : 9%, 13%, -25%, 6%, 5%, -18%, 30%, 2%
- O=C(N/N=C\c1ccccn1)C1COc2cc3ccccc3cc2O1 (stereo not drawn)
 : 11%, 2%, i, 2%, 0%, 20µM*, 9%, -20%
- Cc1ccc(NC(=O)CSc2nnc(-c3cccnc3)o2)c(C)c1
 : 0%, -1%, i, -4%, -14%, 6%, 14%, 0%
- COc1cc(C)c(C(=O)CSc2nnc(CNC(=O)c3ccco3)n2C)cc1C
 : 7%, 7%, i, -2%, 12%, -1%, -22%, 6%
- CCOP(=O)(c1ccccc1)C1(C#N)CC1 (stereo not drawn)
 : 7%, -5%, i, 4%, -48%, 2%, 21%, -19%
- CSc1ccc(Cn2nnc(C(=O)NCCc3ccc(Cl)cc3)c2N)cc1
 : 4%, -12%, i, 6%, -35%, 7%, -4%, 2%
- CCN1C[C@@H]2[C@@H]3C(=O)N(C)C(=O)[C@@H]3[C@](C)(C1=O)N2C(=O)c1ccc(C(F)(F)F)cc1
 : 1%, -10%, i, -5%, -11%, -1%, 33%, 1%
- COC(=O)C1C(O)=C(C(C)=N)C(=O)CC1(C)C (stereo not drawn)
 : 3%, 10%, i, 12%, -28%, 1%, -3%, 2%
- CC(C)(C)c1ccc(C(=O)c2c[nH]c(C(=O)NCCCn3ccnc3)c2)cc1
 : 8%, 7%, -87%[inhibitor], -2%, 4%, nt, 6%, 9%
- CCOC(=O)c1cccc(Nc2nc(C)cc(C)n2)c1
 : -10%, 5%, i, 2%, 6%, 3%, ?, -10%
- Cc1nc2c3cc(F)ccc3n(CCN3CCCCC3)c2s1
 : -2%, 6%, -12%, 1%, -9%, -2%, -6%, 4%
- C=CCn1c(N)c(-c2nc3ccccc3n2C)sc1=S
 : 0%, 1%, i, 11%, 15%, -15%, -27%, 4%
- CCN(CC)C(=O)C1=C(C)N(Cc2ccc(OC)cc2)C(=O)C(CC(=O)NC2CCCCC2)C1 (stereo not drawn)
 : 10%, 8%, -13%, 4%, 7%, 0%, 0%, 1%
- Cc1cc(Cl)ccc1OCC(=O)NCC(=O)N/N=C/c1ccco1
 : 2%, 1%, i, 1%, 5%, 6%, 26%, -12%
- O=[N+]([O-])c1ccc(CNCc2cc(Cl)ccc2O)cc1
 : 5%, -2%, -1%, -29%, -11%, 4%, 9%, 3%
- CCOC(=O)c1ccc(-c2cccc(C(F)(F)F)c2)nc1C
 : -1%, 5%, i, -5%, 12%, 6%, 23%, -15%
- COc1cc2c(cc1/C=C1/NC(=O)N(c3ccccc3)C1=O)OCO2
 : -1%, 14%, i, 8%, -3%, 0%, -1%, 25%
- Cc1ccccc1Cc1c(C)nc2nc(SCC(=O)NCCCN3CCCCC3)nn2c1C
 : 8%, 0%, -10%, -10%, 6%, -3%, -12%, 1%
- Cc1cc(NC(=O)c2oc3ccccc3c2C)ccc1-n1cnnn1
 : 6%, -3%, i, 0%, 4%, -1%, ?, -6%
- O=C1c2ccccc2C(=O)N1CC1c2ccccc2CCN1S(=O)(=O)c1cnc[nH]1 (stereo not drawn)
 : -1%, 1%, 6%[57.5 µM], -1%, 21%, 1%, 5%, 4%
- COc1ccc(S(=O)(=O)N2CCCCC2)cc1NC(=O)C1CC1C (stereo not drawn)
 : 4%, -4%, -54%[inhibitor], 14%, -12%, 0%, 4%, -9%
- COC(=O)c1ccc(-c2nc(O)c(C)s2)cc1
 : 12%, 4%, -23%, 7%, 38%, -24%, -10%, -1%
- CC(=O)NCCCC(=O)NC(CCC(=O)OCc1ccccc1)C(=O)OCc1ccccc1 (stereo not drawn)
 : 8%, 8%, 4%, 0%, 17%, 9%, 21%, -26%
- Cn1c(-c2ccc(C(C)(C)C)cc2)n[nH]c1=S
 : -2%, -6%, -65%[inhibitor][57.5 µM], -6%, 13%, 4%, 22%, 1%
- COC(=O)CCN(Cc1cc(OC)ccc1OC)S(=O)(=O)c1ccccc1Br
 : 12%, -7%, -27%, -15%, 31%, 26%, ?, -20%
- O=C(O)c1ccccc1S(=O)(=O)NCC(O)COC1CCCCC1 (stereo not drawn)
 : -3%, -3%, -6%[57.5 µM], 14%, 22%, -17%, 8%, 7%
- Cc1ccc(OCC(=O)N/N=C\c2ccc(O)cc2)c([N+](=O)[O-])c1
 : 0%, 1%, -7%, 0%, 5%, 3%, -5%[9.22 µM], -15%

An excerpt from above in order of their number in EPAC2 antagonist, smallest number first:
Compound,EPAC2 antagonist
Cn1c(-c2ccc(C(C)(C)C)cc2)n[nH]c1=S,-6%
CC(=O)NCCCC(=O)NC(CCC(=O)OCc1ccccc1)C(=O)OCc1ccccc1 (stereo not drawn),0%
COC(=O)C1C(O)=C(C(C)=N)C(=O)CC1(C)C (stereo not drawn),12%

Next section:
The line under a structure holds: EPAC2 agonist, EPAC1 agonist, PTHR1 agonist, EPAC2 antagonist, FUS yeast rescue, aSyn yeast inh, TDP43 rescue, EPAC1 antagonist
- C/C(=N\NC(=S)Nc1ccccc1)C1Cc2ccccc2C(=O)O1 (stereo not drawn)
 : 15%, 4%, -2%, -8%, -4%, 5%, -8%, -1%
- COc1ccc(-c2ccc(CCC(=O)O)n2C(C)C)cc1
 : 6%, 13%, i, -2%, 25%, 10%, ?, 2%
- COCCN1C[C@@H](CO)O[C@@H](n2cnc3c(NCc4cc(OC)c(OC)c(OC)c4)ncnc32)C1
 : 7%, -20%, -13%, 7%, 5%, -6%, 9%, 13%
- CCCCn1c(N)c(N(CCOC)C(=O)c2cc(-c3ccccc3)nc3ccccc23)c(=O)[nH]c1=O
 : 7%, -12%, -4%, 5%, 28%, -1%, -1%, -5%
- CCC(C)[C@H](N)c1cn([C@@H](CCCCN)C(=O)N2CCNCC2)nn1 (stereo partly drawn)
 : 8%, -16%, -10%, 4%, -9%, 0%, -13%, 5%
- C/C(=N\O)C1(C)N(O)C(C)(C)C(c2ccco2)=[N+]1[O-] (stereo not drawn)
 : 0%, 5%, i, 2%, -3%, -2%, -7%, -1%
- CC(=O)Nc1ccc(S(=O)(=O)Nc2nc3ccccc3nc2N2CCc3ccccc3C2)cc1
 : 8%, 4%, -21%, -14%, nt, 0%, 22%, -21%
- CSc1nc2c(cnn2-c2ccc(C)c(C)c2)c(=O)[nH]1
 : 14%, 8%, 26%, -9%, -28%, 2%, 19%, 3%
- O=c1ncccn1C1OC(CO)C(O)C1O (stereo not drawn)
 : 2%, 2%, i, -6%, -4%, 0%, 29%, 1%
- COc1ccc2c(CN3CCCCCCC3)cc(=O)oc2c1
 : 14%, 12%, -23%, -18%, -15%, 0%, 24%, 17%
- COc1ccc(CCN2CC(C(=O)N3CCN(C(C)=O)CC3)CCC2=O)cc1 (stereo not drawn)
 : 10%, 2%, -5%, 4%, 5%, -8%, -11%, -3%
- Cc1cccc(N2N=C(C(=O)Nc3nc(C)cs3)CCC2=O)c1
 : 8%, -10%, i, 0%, -31%, -3%, 12%, -15%
- COc1ccc(/C=C2\SC(=S)N(CCC(=O)N(CCO)Cc3ccccc3)C2=O)cc1OC
 : -2%, -2%, i, -6%, 25%, 1%, 2%, ?
- Cn1c(-c2c(N)n(CCc3ccccc3)c3nc4ccccc4nc23)nc2ccccc21
 : 12%, 27%, -10%[57.5 µM], 7%, ?, -17%, 7%, -8%
- S=C(NCc1ccccc1)Nc1ccc(Cl)cc1
 : 1%, 3%, -33%[inhibitor], -13%, 13%, -1%, ?, -4%
- COc1ccc(C(C)=O)cc1COc1ccc(Cl)c(C)c1
 : 13%, 12%, -19%, -24%, 40%, 1%, -10%, -11%
- COc1ccccc1NC(=O)c1ccc2nc(C)sc2c1
 : 6%, -8%, i, 2%, 9%, -3%, ?, -22%
- O=C(O)c1cc(-c2ccc(Cl)c(Cl)c2)n(-c2ccccc2)n1
 : 4%, -1%, -20%, -3%, 8%, 11%, 9%, -1%
- CCOC(=O)Cn1nc(C)c([N+](=O)[O-])c1C
 : 7%, -6%, i, 3%, -11%, 7%, -20%, 1%
- CC(=O)N1CCC[C@H]1C(=O)O
 : -7%, -4%, i, 1%, -23%, 25%, 10%, -19%
- CCn1c(/C=C/c2ccccc2F)nc2ccccc2c1=O
 : -6%, 3%, i, -2%, 2%, -5%, 8.9µM*, ?
- Cc1ccc2c(c1)c(-c1csc(N)n1)c(C)n2C
 : 0%, -6%, i, -21%, ?, 0%, 8%, -1%
- CCC(=O)N1CCc2cc(S(=O)(=O)CCC(=O)NCc3ccc4c(c3)OCO4)ccc21
 : 6%, 13%, i, -1%, 28%, 0%, -5%, -15%
- COCCC(=O)N1CCC(Oc2ccc(C(=O)N3C[C@H]4CC[C@H]3C4)cc2)CC1
 : 2%, -5%, -17%, -1%, 18%, 1%, 19%, 13%
- COC(=O)[C@]1(C)CCC[C@@]2(C)C3CC[C@@]4(C)C[C@]3(CCC21)CC(=O)N4C (stereo partly drawn)
 : 7%, -24%, -19%, -7%, 5%, 10%, ?, -2%
- Cc1nc2c(C)cccc2c(SC(=N)N)c1CC=C(Cl)Cl
 : 0%, -3%, -24%, -1%, 20%, 1%, 3%, -10%
- NCC12CC3CC(C1)CC(CN)(C3)C2
 : 2%, -9%, ?, 13%[57.1 µM], 10%, 2%, -1%, 14%
- Cc1ccc2nc(-c3ccccc3)c(CC(=O)O)c(C(=O)O)c2c1
 : 3%, -3%, i, 18%, -18%, 12%, -4%, -15%
- CSc1ncnc2c1ncn2CCCNCc1cccc2ccccc12
 : 11%, 0%, i, 4%, -7%, 1%, 23%, 5%
- CN(C)/C=C(/C(=O)c1ccc(Cl)c(Cl)c1)S(C)(=O)=O
 : 4%, 5%, -7%, -1%, 10%, 1%, -3%, -3%
- COc1ccc(CCNC(=O)CN(c2cc([N+](=O)[O-])ccc2OC)S(C)(=O)=O)cc1
 : 4%, 9%, -18%, -7%, 19%, 1%, -22%, -30%
